mIAP act = increases mouse intestinal alkaline phosphatase activity; muIAP, CDP-Star luminescence, 30 min; stronger effect = higher value; 1 = vehicle-only enzyme signal, 0 = enzyme-free wells; activation factor at 10 µM; hit rate 0.24% among 330,000; AID 2805;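 active means activation factor of at least 2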; further: the source names both 10 and 20 µM as test concentration; values of inactives mirror those of a sister screen read the other way
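also added = chemiluminescent substrate CDP-Star | test system = mouse IAP enzyme | signal = chemiluminescence readout | compound = DMSO-dissolved test compounds | incubation = 30 min at room temperature | benchmarks = DMSO wells, no-enzyme wells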
MPTP block = inhibitors of mitochondrial permeability transition pore; isolated mouse mitochondria, Ca2+ swelling absorbance, 30 min; inhibition, % at 10 µM; AID 602449; hit rate 1.4% among 360,000;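 active means inhibition of 50% or more, scaled per plate between neutral and stimulator controls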;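 further: 0% = DMSO wells given calcium and 100% = 1 mM EGTA wells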
hIAP activ = human IAP activation. AID 2524. purified human IAP, CDP-Star luminescence, 30 min; stronger effect = higher value; 1 = vehicle-only enzyme, 0 = enzyme-free background. hit rate 0.16% among 330,000. activation factor at 10 µM. P09923;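 active means activation factor of the enzyme at least 2-fold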; further: the source names both 10 and 20 µM as test concentration; values of inactives mirror those of a sister screen read the other way
APOBEC3A inh = blocks human APOBEC3A ssDNA deamination; P31941; recombinant A3A, FAM/TAMRA ssDNA deamination fluorescence; inhibition, % at 20 µM; hit rate 0.41% among 330,000;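 active means at least 40% inhibition at 20 µM here, with at most 30% in a related deaminase screen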;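 further: plate controls were A3A with DMSO for no effect and wells lacking A3A enzyme for full effect; some results filed as inactive read as strong as hits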
Target sequence (P31941 whole entry, looked up): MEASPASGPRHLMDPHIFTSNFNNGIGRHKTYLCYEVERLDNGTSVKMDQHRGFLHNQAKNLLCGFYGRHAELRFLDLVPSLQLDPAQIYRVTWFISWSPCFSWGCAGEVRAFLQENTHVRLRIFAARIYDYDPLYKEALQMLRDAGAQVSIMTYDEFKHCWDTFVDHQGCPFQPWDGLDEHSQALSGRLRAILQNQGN
MIN6 prolif = MIN6 beta-cell proliferation induction; MIN6 cells proliferation, ATPlite luminescence, 48 h; cells starved in 0.2% serum; 100% = growth in 10% serum; proliferation, % at 10 µM; hit rate 0.29% among 330,000;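 active means compounds whose signal lies at least 3.5 SD above the mean of all wells on their plate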;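 further: 0% = DMSO-treated cells in low-serum medium and 100% = 10% serum control; some compounds called inactive have numbers as strong as hits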
A3G deaminase = inhibitors of human APOBEC3G DNA deaminase. Q9HC16. recombinant A3G, ssDNA deamination FAM/TAMRA fluorescence. inhibition, % at 20 µM. hit rate 0.28% among 330,000;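 active means inhibition of at least 40% at 20 µM, with no more than 30% in the related APOBEC3A deaminase screen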;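 further: plate controls were DMSO wells with A3G for no effect and wells lacking A3G enzyme for full effect; some compounds called inactive have numbers as strong as hits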
Target sequence (Q9HC16 whole entry, looked up): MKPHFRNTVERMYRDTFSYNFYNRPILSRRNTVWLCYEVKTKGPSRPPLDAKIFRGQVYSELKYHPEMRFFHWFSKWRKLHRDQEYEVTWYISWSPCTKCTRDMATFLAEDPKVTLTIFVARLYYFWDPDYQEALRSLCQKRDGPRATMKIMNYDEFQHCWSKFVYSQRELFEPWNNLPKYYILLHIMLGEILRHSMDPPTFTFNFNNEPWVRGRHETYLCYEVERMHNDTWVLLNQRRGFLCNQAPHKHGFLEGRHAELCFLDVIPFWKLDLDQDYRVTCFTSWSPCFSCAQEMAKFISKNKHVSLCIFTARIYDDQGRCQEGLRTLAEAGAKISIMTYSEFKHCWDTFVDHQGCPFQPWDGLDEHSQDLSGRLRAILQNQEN
hIAP inh = human IAP inhibition; purified IAP, CDP-Star luminescence, 30 min; hit rate 0.12% among 330,000; P09923; inhibition, % at 10 µM;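 active means inhibition reaching a set limit with compound at 10 µM in the primary screen, cut at about 35% in these data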;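 further: plate controls were DMSO wells with enzyme for no effect and no-enzyme buffer wells for full effect; values of inactives mirror those of a sister screen read the other way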
ATG4B inh = blocks human ATG4B protease cleavage of LC3 substrate; hit rate 0.51% among 340,000; Q9Y4P1; ATG4B cleavage of LC3-PLA2, NBD-HPC fluorescence, 1 h; inhibition, % at 8.33 µM; AID 504462; in the data active means inhibition above about 40%
Target sequence (Q9Y4P1 whole entry, looked up): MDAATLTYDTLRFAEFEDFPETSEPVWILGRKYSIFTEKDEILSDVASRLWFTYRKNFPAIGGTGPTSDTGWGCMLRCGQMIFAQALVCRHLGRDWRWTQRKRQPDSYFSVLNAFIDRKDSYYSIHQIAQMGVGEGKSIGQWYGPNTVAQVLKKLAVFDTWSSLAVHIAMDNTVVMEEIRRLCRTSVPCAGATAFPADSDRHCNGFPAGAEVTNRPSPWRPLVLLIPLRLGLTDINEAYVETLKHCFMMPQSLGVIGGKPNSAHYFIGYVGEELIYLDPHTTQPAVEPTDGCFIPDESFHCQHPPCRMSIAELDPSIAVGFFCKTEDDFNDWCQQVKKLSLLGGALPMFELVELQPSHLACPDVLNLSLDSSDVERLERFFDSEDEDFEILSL
mIAP block = blocks mouse intestinal alkaline phosphatase; inhibition, % at 10 µM; AID 2806; hit rate 0.2% among 330,000; purified mouse IAP, CDP-Star luminescence, 30 min;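 active means inhibition of at least 40% at 10 µM in the primary screen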;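 further: plate controls were DMSO with enzyme for no effect and no enzyme wells for full effect; values of inactives mirror those of a sister screen read the other way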
Starred values were filed as active, the others as inactive; · = no result given. Rows were taken by chance. About 3.3% of those tested had a hit in this group.

no.	SMILES	mIAP act	MPTP block	hIAP activ	APOBEC3A inh	MIN6 prolif
1	Cn1c(=O)c2c(nc(SCCN3CCOCC3)n2C)n(C)c1=O	0.99	0.5	1	-2	0
2	Cc1cc(S(=O)(=O)N2CCN(c3ccc(F)cc3)CC2)ccc1-n1cnnn1	1	-1.6	0.96	3	-1
3	O=C(OCC(=O)N1CCc2ccccc21)c1ccncc1	1.1	-2.0	1	-2	1
4	O=C(Cn1ncc2c(=O)oc3ccccc3c21)NCC1COc2ccccc2O1 (configuration not stated)	0.94	-1.0	1	-1	1
5	COc1ccc(CSc2nc(C)cc(=O)[nH]2)cc1	0.91	-5.1	1	-1	-2
6	COc1ccc(NC(=O)C(c2ccc(OC)cc2)N(C)C(=O)CC2NC(=O)NC2=O)cc1 (configuration not stated)	1	-0.4	0.94	-6	-2
7	CCCCCc1nnc(NC(=O)C2CCCO2)s1 (configuration not stated)	1	-0.2	0.79	-1	-2
8	Nc1c(-c2ccccc2)cnn1C1CCS(=O)(=O)C1 (configuration not stated)	1	-6.1	0.82	-6	-2

no.	A3G deaminase	hIAP inh	ATG4B inh	mIAP block
1	17	0	5	1
2	0	4	-1	0
3	-7	-2	-5	-10
4	-1	0	4	6
5	-1	-3	1	9
6	-8	6	3	-5
7	-5	22	1	-3
8	-3	18	-3	-3

Other compounds:
no.	SMILES	mIAP act	MPTP block	hIAP activ	APOBEC3A inh	MIN6 prolif
9	COc1cccc(-c2cc(C(=O)NCc3cccs3)no2)c1	1	4.8	0.99	-1	1
10	Cc1cc(Br)c(S(=O)(=O)n2nnc3ccccc32)cc1C	1	-0.2	1	0	-2
11	COc1cc(C(=O)OCC(=O)Nc2cc(C)on2)c([N+](=O)[O-])cc1OC	0.95	-2.2	1	-4	2
12	CSc1ncccc1C(=O)Nc1ccc2c(c1)OCO2	1	-2.1	1.1	-1	-2
13	CN1CCN(c2ccc(S(=O)(=O)N3CCOCC3)cc2NC(=O)CC(C)(C)C)CC1	0.97	0.5	1.1	0	-4
14	Cc1nc2ccc3nc(NC(=O)c4ccc(S(=O)(=O)N5CCOCC5)cc4)sc3c2s1	0.89	-1.5	0.91	-1	-2
15	O=C(CCC1CCCN(C(=O)C2(c3ccccc3)CC2)C1)N1CCN(c2ccccn2)CC1 (configuration not stated)	1	-1.3	1	-2	3
16	COc1cc(C)c(Br)cc1S(=O)(=O)N1CCCC1	1	-0.4	0.87	-3	-2

no.	A3G deaminase	hIAP inh	ATG4B inh	mIAP block
9	-3	1	-1	-3
10	3	-1	-1	-2
11	-7	-4	-8	5
12	-4	-6	-5	-3
13	2	-9	3	3
14	-3	9	-14	11
15	-5	-5	3	-1
16	0	13	-8	-4

Remaining list, next part
no.	SMILES	mIAP act	MPTP block	hIAP activ	APOBEC3A inh	MIN6 prolif
17	O=C(c1cccc(F)c1)N1CCN(C(=O)c2cc(-c3ccc(Cl)cc3Cl)on2)CC1	0.9	-0.6	0.81	-3	-3
18	COc1ccc(S(=O)(=O)N2CCC(NC(=O)Nc3ccc(C)cc3)CC2)cc1	1.8	4.8	1	0	-4
19	Cc1cc(Cl)c2oc(C(=O)N(C)Cc3ccon3)c(C)c2c1	0.92	-1.1	1.2	-3	2
20	COc1ccc(/C=N/N(C)C2=NS(=O)(=O)c3ccccc32)cc1OC	1	1.3	0.94	3	1
21	CCN(CC(=O)Nc1c(F)cccc1F)C(=O)c1ccc(OCc2c(C)noc2C)cc1	1.1	-1.7	0.94	1	3
22	Cc1sc2c(c1C)CN(Cc1ccncc1)CN2C(=O)c1ccco1	0.88	0.9	1.8	-6	-2
23	COc1ccc(F)cc1S(=O)(=O)N1CCN(Cc2ccc3c(c2)OCO3)CC1	0.94	-5.1	1.1	-2	1
24	O=C(c1ccco1)c1nc2c(n1O)CCCCC2	1	-1.8	0.79	-3	-4

no.	A3G deaminase	hIAP inh	ATG4B inh	mIAP block
17	-10	18	0	10
18	0	-3	-11	-75
19	-1	-17	-3	8
20	-1	6	-7	-4
21	-3	6	-6	-14
22	-5	-80	0	12
23	-7	-7	-3	6
24	-2	21	-3	-4

More entries follow:
no.	SMILES	mIAP act	MPTP block	hIAP activ	APOBEC3A inh	MIN6 prolif
25	CN1C(C)(C)CC(=NOC(=O)c2ccccc2)CC1(C)C	1.2	0.7	1.1	-6	-2
26	O=C(CCNS(=O)(=O)c1ccccc1C(F)(F)F)Nc1ccncc1	0.98	3.2	0.92	-1	-1
27	Cc1sc2nc(SCC(=O)Nc3cccc(C(=O)O)c3)[nH]c(=O)c2c1C	0.96	-0.2	0.99	-1	-2
28	Cc1onc(-c2ccccc2Cl)c1C(=O)N1CCN(c2cccc(Cl)c2)CC1	1.1	-2.0	1.1	0	-5
29	CC(C)(C)NS(=O)(=O)c1cc2c3c(c1)CCN3C(=O)CC2	1	-2.0	0.83	-4	-2
30	O=C(NC(=S)NCC1CCCO1)c1ccccc1Br (configuration not stated)	0.99	-0.9	0.98	2	-2
31	ON1C(c2ccc(Cl)cc2Cl)N(O)[C@H]2CCCC[C@H]21 (some centres not stated)	0.99	1.2	0.79	1	-1
32	CC(C)NC(=O)C(c1ccc(F)cc1)N(Cc1ccco1)C(=O)CCC(=O)Nc1ccccn1 (configuration not stated)	1	-1.3	0.94	-1	4

no.	A3G deaminase	hIAP inh	ATG4B inh	mIAP block
25	-4	-13	-9	-18
26	-3	8	-3	2
27	-11	1	11	4
28	-11	-6	-8	-6
29	-5	17	-15	0
30	-2	2	8	1
31	-7	21	-10	1
32	-7	6	-3	0

Later entries:
no.	SMILES	mIAP act	MPTP block	hIAP activ	APOBEC3A inh	MIN6 prolif
33	COc1ccc(S(=O)(=O)N2CCCCC2)cc1NC(=O)Cn1c(=O)cnc2ccccc21	0.98	-0.1	1.3	34	0
34	CC(SCCc1ccccn1)C(=O)O (configuration not stated)	1.1	-0.9	1.2	-3	-3
35	CC(=O)N(C)c1nc(-c2ccc(Cl)cc2)cs1	0.89	0.9	0.98	-3	1
36	Cc1c(CN2CCC(n3nccc3NC(=O)CCc3ccccc3)CC2)cnn1C	1.1	-0.1	1.3	-1	-3
37	CCn1c(=O)c2cc(C(=O)NCC(OC)OC)sc2c2ccccc21	0.97	-0.8	0.92	3	-4
38	COc1ccc(S(=O)(=O)N2CCC(C(=O)N3CCN(c4ccccc4OC)CC3)CC2)cc1	0.98	-1.6	0.98	1	3
39	Cc1ccc(NC(=O)C2CCN(S(=O)(=O)c3c(C)noc3/C=C/N(C)C)CC2)cc1	1.2	-0.3	0.98	-3	1
40	COC(=O)c1cc(=O)n(-c2ccc(C(F)(F)F)cc2)[nH]1	0.93	4.3	1	-2	-4

no.	A3G deaminase	hIAP inh	ATG4B inh	mIAP block
33	1	-31	-9	2
34	-4	-25	-3	-6
35	-7	2	-6	11
36	-6	-31	-5	-6
37	-3	8	-1	3
38	-1	2	-6	2
39	-2	2	2	-20
40	-3	-2	7	7

Later entries:
no.	SMILES	mIAP act	MPTP block	hIAP activ	APOBEC3A inh	MIN6 prolif
41	CCn1cc(C(=O)NCc2ccccc2OC)c(=O)c2ccc(C)nc21	1.1	·	1.1	5	-2
42	C=CCN(C(=O)c1csnn1)C(C(=O)NC1CCCCC1)c1ccccc1 (configuration not stated)	1	-1.0	0.96	-3	-2
43	Cc1ccc(C(=O)OCC(=O)Nc2ccc(N(C)C)cc2)cc1NC(=O)c1ccco1	1	-1.2	1	1	-2
44	COc1ccc(C2CC(=O)Oc3cc(C)c(Cl)c(C)c32)cc1 (configuration not stated)	1.1	-0.8	·	1	·
45	Cc1ccc(OCc2ccc(C(=O)NCC3CCCO3)cc2)cc1 (configuration not stated)	0.98	0.3	1.1	1	1
46	CCc1ccc(N2C(=O)C3C(C2=O)N2CCCN2C3c2ccccc2)cc1 (configuration not stated)	1	2.4	1.1	-3	0
47	CC(C)(C)c1ccccc1NC(=S)NC1CCCCC1	1.1	0.4	0.87	-4	-7
48	COc1ccc([C@H]2CC(=O)C=C(c3ccccc3Oc3ccccc3)C2)cc1	0.84	-2.3	1	-3	-7

no.	A3G deaminase	hIAP inh	ATG4B inh	mIAP block
41	-3	-6	-11	-7
42	-8	4	5	-1
43	-1	-4	-7	0
44	3	·	6	-18
45	-5	-5	0	2
46	-3	-14	-5	-5
47	-4	13	-6	-12
48	-5	-2	-1	16

Remaining list, next part
no.	SMILES	mIAP act	MPTP block	hIAP activ	APOBEC3A inh	MIN6 prolif
49	Cc1ccc(C(=O)N(C)CCOc2ccccc2)cc1S(=O)(=O)N1CCOCC1	1	-1.3	1	-1	1
50	c1ccc(Oc2cccc(NC3=NCCC3)c2)cc1	0.95	2.5	0.93	2	-4
51	COc1ccc(NC(=O)c2cc(S(=O)(=O)N3CCOCC3)ccc2N2CCOCC2)cc1	0.95	-0.8	1.1	-2	-1
52	CCOC(=O)/C(=N\Nc1cc(Cl)ccc1Cl)N1CC(C)OC(C)C1 (configuration not stated)	0.97	3.6	1	-2	-5
53	COc1ccc2[nH]c(=O)c(CN(C(=O)C3CCCO3)c3ccc(C)cc3)cc2c1 (configuration not stated)	1.1	0.0	1.5	-4	-2
54	C=CCn1c(SCc2ccccc2)nc2c1c(=O)[nH]c(=O)n2C	0.91	-1.0	0.95	1	-3
55	Fc1ccc(-c2nnc3sc(C4COc5ccccc5O4)nn23)cc1 (configuration not stated)	1	-1.0	1	-4	-4
56	O=C(Cc1cccc2ccccc12)N/N=C/C=C/c1cccc([N+](=O)[O-])c1	0.89	-0.4	0.91	0	-4

no.	A3G deaminase	hIAP inh	ATG4B inh	mIAP block
49	2	-4	3	-1
50	-6	7	-8	5
51	-10	-14	-1	4
52	0	-2	-7	3
53	-6	-46	0	-9
54	6	5	-6	9
55	-7	-2	-3	-2
56	-5	9	-3	11

Next section:
no.	SMILES	mIAP act	MPTP block	hIAP activ	APOBEC3A inh	MIN6 prolif
57	Cc1[nH]c2ccccc2c1CCN(Cc1cccnc1)C(=S)Nc1cccc(F)c1	1.1	-2.1	0.97	-2	-3
58	COc1ccc(C23NCCN2C(=O)c2ccccc23)cc1 (configuration not stated)	1.1	-0.7	1.1	0	0
59	C=CCN1c2ccccc2[C@]23C[C@@H](C(=O)OC)N(C(=O)c4cc(C)oc4C)C2=NC(C(=O)OC)=C(C(=O)OC)[C@H]13	0.94	·	0.87	-5	-4
60	Cc1cccc(-n2ncc3c(Nc4ccc(F)cc4)ncnc32)c1	1.2	4.6	0.96	0	-3
61	Cc1ccc(OCc2cc(C(=O)NCc3cnn(-c4cccc(F)c4)c3)no2)cn1	1	-0.3	0.97	-5	0

no.	A3G deaminase	hIAP inh	ATG4B inh	mIAP block
57	-7	3	-11	-12
58	-5	-12	-1	-8
59	-6	13	-10	6
60	-7	4	7	-16
61	-12	3	13	0
